# Tb MetRS inh: blocks T. brucei methionyl-tRNA synthetase activity | inhibition, % at 11.9 µM | AID 624268 | 0.4% of 360,000 active | purified T. brucei MetRS, ATP depletion, Kinase-Glo luminescence;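 active = inhibition above a per-plate cutoff of the control wells' mean inhibition plus 3 SD, cut at about 5.5% in these data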;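 note: 0% = DMSO wells median and 100% = median of wells with control inhibitor compound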
#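 Material: parasite MetRS enzyme / Replication: singlicate, one well per compound / Signal: luminescence of leftover ATP / Schedule: 2 h aminoacylation at 25 °C after 15 min preincubation / Medium: HEPES-MgCl2-KCl buffer plus DTT, spermine, BSA, pyrophosphatase / Doses: 11.9 µM single point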
# Rpn11 inh: blocks the human proteasome subunit Rpn11 | O00487 | 0.59% of 360,000 active | calls only at 20 µM | human 26S proteasome, Ub4-pepOG fluorescence polarization; 20S core pre-blocked with epoxomicin | AID 588493;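 active = inhibition at 20 µM, scaled to each plate's controls, above about 33%, limit read from the data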
# Target sequence (O00487 whole entry, looked up): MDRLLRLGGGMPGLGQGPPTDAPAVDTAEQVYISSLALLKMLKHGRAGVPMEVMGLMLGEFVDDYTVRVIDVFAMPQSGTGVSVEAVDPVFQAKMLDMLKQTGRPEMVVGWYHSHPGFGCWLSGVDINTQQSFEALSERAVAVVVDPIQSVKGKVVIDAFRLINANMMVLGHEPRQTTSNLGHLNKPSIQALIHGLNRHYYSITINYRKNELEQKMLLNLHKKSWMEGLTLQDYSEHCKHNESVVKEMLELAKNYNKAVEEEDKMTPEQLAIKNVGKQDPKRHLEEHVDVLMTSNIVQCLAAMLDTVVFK
# STEP inh: inhibitors of human striatal-enriched phosphatase STEP; P54829; recombinant STEP, OMFP fluorogenic substrate, fluorescence; inhibition, % at 20 µM; 0.25% of 360,000 active; AID 588621;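 active = inhibition at 20 µM, scaled per plate between control wells, above about 37%, limit read from the data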;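 note: 0% = DMSO with enzyme and substrate and 100% = substrate only without enzyme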
#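 medium = Bis-Tris buffer pH 6.0, 2.5 mM DTT, 0.005% Tween 20 | test system = STEP (striatal-enriched tyrosine phosphatase) enzyme, cell-free | measure = normalized % inhibition | compound dosing = 20 µM, 1% DMSO | also added = 25 µM OMFP | schedule = reaction 20 min, ambient temperature | measured by = fluorescence read at 480 nm ex / 540 nm em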
# NadD inh: blocks S. aureus nicotinate mononucleotide adenylyltransferase. purified NadD enzyme, colorimetric absorbance read-out. inhibition, % at 20 µM. 0.78% of 360,000 active; in the data active = inhibition above about 26%; note: some compounds past the cut are filed as inactive
# Scp-1 inhibitor: blocks human Scp-1 phosphatase activity | Q9GZU7 | Recombinant Scp1, phosphopeptide, malachite green phosphate absorbance | inhibition, % at 20 µM | 0.88% of 340,000 active | AID 493091;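 active = inhibition above about 50% at 20 µM, limit read from the data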;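 note: plate controls were DMSO wells with enzyme for no effect and wells lacking enzyme for full effect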
# Target sequence (Q9GZU7 76-261 limits assumed): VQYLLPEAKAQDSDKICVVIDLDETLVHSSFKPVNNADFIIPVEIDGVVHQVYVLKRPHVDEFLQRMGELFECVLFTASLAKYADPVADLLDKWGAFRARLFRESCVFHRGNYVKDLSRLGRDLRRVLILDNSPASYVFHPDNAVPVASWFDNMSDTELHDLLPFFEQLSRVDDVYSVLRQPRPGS
#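 System: SCP-1 catalytic domain; Reagent: Phospho 17-mer peptide substrate; Doses: one concentration, 20 µM, with 1.0% DMSO; Incubation: 45 min room-temperature reaction, 5 min colour, 30 min stabiliser; Signal: Phosphate-binding colour reagent, absorbance read at 630 nm.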
# MsrA inhibitor: inhibits bovine methionine sulfoxide reductase A | 0.75% of 360,000 active | purified bovine MsrA, absorbance read-out | inhibition, % at 15.5 µM; in the data active = inhibition above about 4.5%;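 note: 0% = vehicle wells with enzyme and 100% = reference inhibitor wells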
# LMPTP block: blocks human LMPTP phosphatase; P24666; recombinant LMPTP-A, OMFP fluorogenic substrate, fluorescence intensity; inhibition, % at 20 µM; 0.22% of 360,000 active; AID 651560;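 active = compounds that cut the enzyme signal by at least half of the control window in the single-dose screen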;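 note: plate controls were DMSO wells with enzyme plus substrate for no effect and substrate without enzyme for full effect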
# Target sequence (P24666 whole entry, looked up): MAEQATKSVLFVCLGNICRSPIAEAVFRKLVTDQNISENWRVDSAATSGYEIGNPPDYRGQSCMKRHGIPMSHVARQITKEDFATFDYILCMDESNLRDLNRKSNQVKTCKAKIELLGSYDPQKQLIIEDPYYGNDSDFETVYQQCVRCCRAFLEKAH
#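 Assay system: LMPTP-A enzyme. Input: 0.625 nM LMPTP-A final. Probe or stimulus: 400 µM OMFP. Compound dosing: single 20 µM dose. Schedule: 50 min dark incubation at room temperature. Detection: fluorescence intensity of OMFP turnover product. Read-out: percent inhibition versus substrate-only and uninhibited controls. Benchmarks: no-enzyme low control, uninhibited high control.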
# DNMT1 block: DNMT1 (human) enzyme inhibition. P26358. DNMT1 molecular beacon, Hinp1I cleavage, fluorescence. inhibition (reported as % activation of signal), % at 10 µM. 0.83% of 360,000 active; in the data active = inhibition above about 50%
# SUMO1 PPI mod: alters human SUMO1 binding to SIM partners. P63165. SUMO1 binding to a labelled peptide, TR-FRET, 1 h. inhibition, % at 20 µM. 0.33% of 360,000 active. AID 602429; in the data active = inhibition above about 37%
# CSN inh: CSN deneddylation inhibition; Q92905; Purified CSN, SCF-Nedd8-OG deneddylation, fluorescence polarization; inhibition, % at 12.5 µM; 0.38% of 360,000 active; AID 651999;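 active = pattern-corrected inhibition above about 35%, with an unprinted fluorescence ratio check between 0.5 and 1.5, limit read from the data, passing the limit was not always enough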;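 note: 0% = enzyme with substrate and 100% = substrate without enzyme; some results filed as inactive read as strong as hits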
# Target sequence (Q92905 whole entry, looked up, one chain of several): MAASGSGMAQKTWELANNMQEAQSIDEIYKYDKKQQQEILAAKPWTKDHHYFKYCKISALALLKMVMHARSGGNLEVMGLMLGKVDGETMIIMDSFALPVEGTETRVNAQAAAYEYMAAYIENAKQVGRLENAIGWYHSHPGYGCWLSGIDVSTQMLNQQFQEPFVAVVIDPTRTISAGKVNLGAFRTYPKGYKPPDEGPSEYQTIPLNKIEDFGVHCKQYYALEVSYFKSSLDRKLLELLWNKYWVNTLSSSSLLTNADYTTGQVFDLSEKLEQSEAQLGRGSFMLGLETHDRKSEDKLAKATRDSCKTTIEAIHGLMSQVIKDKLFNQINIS
#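 Assay system: purified human Csn5 enzyme expressed in HEK293T cells; Input: 0.24 nM Csn5 enzyme, final concentration; Reagent: 10 nM SCFSkp2-Nedd8OG; Compound dosing: 12.5 µM single point; Times: reaction 90 min, room temperature; Technique: fluorescence polarization readout.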
# Active calls of the source: *; i = inactive; x = not tested or not shown.
SMILES,Tb MetRS inh,Rpn11 inh,STEP inh,NadD inh,Scp-1 inhibitor,MsrA inhibitor,LMPTP block,DNMT1 block,SUMO1 PPI mod,CSN inh
CCCC(=O)N1CCC1(C)C(=O)Nc1ccc(C)c(C)c1 (centres undefined),-0.1,i,-2,-4,x,0.0,-0.8,-3,-7,-3
CCN(CC)CC(O)CN(c1ccccc1)S(=O)(=O)c1ccc2ccccc2c1 (centres undefined),-0.9,i,-3,-9,0,1.6,-1.5,-1,-8,-3
Cc1cc(Nc2ccccc2)c2c([N+](=O)[O-])cc(C)c(C)c2n1,-1.0,i,5,-2,-7,0.5,2.0,-3,-6,3
O=C(Nc1ccccc1)C1=C[C@@H](C2CC2)C[C@@H](OCCCCO)O1,0.0,i,-1,1,-8,0.3,-0.5,4,-4,0
CCN(CC)C(=O)c1sc(NC(=O)c2cc(-c3ccc(C)s3)nc3ccccc23)c(C(=O)OC)c1C,0.5,i,4,26,1,0.1,0.8,-8,0,-2
CCOC(=O)C1(CCOc2ccccc2)CCN(Cc2ccc3nonc3c2)CC1,0.3,i,1,-2,-6,-0.1,0.5,3,-11,-2
Cc1ccc(S(=O)(=O)Nc2ccc3nc(C)oc3c2)cc1,-0.4,i,-2,0,10,0.7,0.5,0,0,2
Cc1nn(-c2ccccc2)c(N2CCCC2)c1/C=N/NC(=O)c1cccc(S(=O)(=O)Nc2ccc(Cl)cc2)c1,-0.6,i,0,53*,-17,1.2,2.6,-20,12,-5
CCOn1c(=O)c(-c2cccs2)[n+]([O-])c2ccccc21,-0.1,i,-1,3,-9,-1.0,0.1,-10,-3,5
CCCCc1ccc(N/C(N)=N/c2nc(C)cc(C)n2)cc1,-0.4,i,1,-6,5,-1.0,-0.2,-4,-3,1
CC(C)(C)c1ccc(OCCC(=O)NNC(=O)c2ccccc2)cc1,-0.5,i,0,-5,1,-0.1,-0.3,3,7,-3
Cc1ccc(C(c2nnnn2C2CCCCC2)N2CCc3ccccc32)cc1 (centres undefined),0.2,i,5,-2,-8,1.0,3.1,-1,9,2
NNc1nc2cc3c(cc2s1)OCCO3,-0.3,i,-1,9,-9,-0.9,1.7,-10,-6,8
COc1ccc(OC)c(-c2csc(NC(=O)C3=NN(c4ccccc4)C(=O)CC3)n2)c1,2.2,i,6,18,0,1.0,2.5,-3,1,-7
O=C(CCS(=O)(=O)c1ccc(Br)cc1)N1CCN(Cc2ccccc2)CC1,-1.3,i,-3,2,-3,-0.1,1.0,2,-1,1
CCOC(=O)[C@@H]1[C@H]2COc3cc(OC)ccc3[C@@H]2N2C(=O)N(c3ccccc3)C(=O)[C@]12C,-0.3,i,4,-10,-6,1.5,0.2,-2,1,-3
COc1ccc(C#Cc2c(-c3ccccc3)n(C)c3ccccc23)cc1,0.4,i,-1,21,-3,1.4,2.8,-10,-4,0
CCCOc1ccc(C(CC(=O)O)NC(=O)CC(c2ccccc2)c2ccccc2)cc1 (centres undefined),-0.1,i,2,-2,-11,-0.6,-2.9,0,10,-15
O=C(N/C=N/OCc1cccc(C(F)(F)F)c1)N1OC[C@@H]2COc3ccc4ccccc4c3[C@@H]21,-1.2,i,5,-8,-2,1.0,0.3,-1,-2,2
COc1cc(/C=C/c2ccc3cccc([N+](=O)[O-])c3n2)ccc1OCC#N,0.0,i,1,11,6,2.5,1.7,2,-9,2
CCCCOCCCNC(=O)C[C@@H]1C[C@@]2(C(=O)OCC)CCCC=C2N(Cc2ccc(Cl)cc2Cl)C1=O,-1.0,x,x,-3,x,0.5,1.5,x,8,2
CN(C)S(=O)(=O)c1cc(C(=O)NCC2CCCO2)c(Cl)cc1Cl (centres undefined),-0.5,i,-2,-6,-8,0.2,-2.9,1,2,0
CN(CC(=O)N1CCCC1)S(=O)(=O)c1cc(Cl)ccc1Cl,0.2,i,-3,-1,-2,-0.1,1.0,2,1,2
Cc1cccc(N(CC(=O)NC2CCCC2)C(=O)CCC(=O)Nc2nc(C)cs2)c1,-0.4,i,-2,-6,-5,-0.9,-1.9,-1,9,0
O=c1cc2ncc(-n3cc([N+](=O)[O-])cn3)cn2[nH]1,-0.1,i,0,-11,-5,3.1,1.1,4,-8,0
CN(C)C(=O)CN1CCN(Cc2nc(CC3CC3)no2)CC1,-0.7,i,-2,-4,-1,-0.6,4.1,2,0,1
O=C(O)CC12CC3CC(C1)CC(n1ncc(NCc4ccco4)c(Cl)c1=O)(C3)C2,-0.6,i,-3,-4,-7,0.2,-1.0,1,-5,-2
S=C(NCCc1ccccc1)Nc1ccc(N2CCCCC2)cc1,-1.7,i,1,-5,2,0.9,0.5,-1,9,-1
CCOc1ccc(C2=CC(=O)C[C@H](c3ccc(OC)cc3)C2)cc1,-0.3,i,1,-5,-14,1.8,3.2,-1,-29,-3
O=C(NN=Cc1c(O)ccc2ccccc12)C1CC1,-0.2,i,-1,0,-8,3.7,-0.5,-1,-19,2
CC(=O)c1cc2c(cc1NC(=O)CSc1ccc(S(=O)(=O)N(C)C)cn1)OCO2,-0.2,i,5,-2,-8,1.8,1.7,-4,-14,4
CCOC(=O)N1CCN(C(=O)c2c(-c3ccccc3Cl)noc2C)CC1,-0.8,i,-2,-2,1,-0.2,-1.4,4,-1,4
O=C(Cc1cc(=O)[nH][nH]1)N/N=C/C=C/c1ccccc1,-0.1,i,3,34*,-18,1.2,3.5,-4,4,1
COc1ccc(-c2noc(N3CCC(C(=O)N(C)c4ccccc4C)CC3)n2)cc1,-0.2,i,-3,-7,-15,1.7,-0.1,-3,4,-7
CCOc1ccc(CC(=O)Nc2sc(Cc3ccccc3)c(C)c2C(N)=O)cc1OCC,-0.3,i,5,29,-4,-0.5,1.7,-16,-2,6
CCc1ccc(C2CC(c3ccccc3)n3ncnc3N2)cc1 (centres undefined),-0.2,i,2,6,7,1.1,-1.0,1,6,1
O=C(NCCC1CCCCN1S(=O)(=O)c1ccc(Cl)cc1)C(=O)NCc1ccncc1 (centres undefined),-0.3,i,2,-5,-7,0.1,-0.5,2,7,-1
CCOc1cc(C(=O)Nc2ccc(N3CCOCC3)cc2)cc(Br)c1OC,-0.8,i,-4,-6,-7,1.8,-1.7,-5,-1,0
CCOc1ccc2oc(C(=O)OCC(=O)NC(=O)NC)c(C)c2c1,-0.3,i,-1,-5,-1,-1.0,-1.5,2,4,8
O=C1c2cccc3c([N+](=O)[O-])ccc(c23)C(=O)N1c1ccc(Cl)cn1,0.1,i,-3,2,-8,0.2,-0.7,22,-21,-19
COc1ccc(CNC(=O)CNC(=O)N2CC(=O)Nc3ccccc32)cc1,0.0,i,-1,2,-2,-0.6,-1.3,-1,0,0
COc1ccc(OC)c(C(=O)c2ccc(Cl)cc2)c1,0.2,i,4,-4,-7,-1.1,1.5,0,6,-1
O=S1(=O)CCOCCCN1Cc1ccccc1F,-0.2,i,-1,0,2,-1.0,0.0,-3,4,2
CNC(=S)NNc1nc(-c2ccccc2)c2cc(Cl)ccc2n1,-0.6,i,2,-6,-6,0.5,0.2,-1,-14,3
Cc1cccc(Cn2c(C)nc3ccc([N+](=O)[O-])cc3c2=O)c1,-0.9,i,0,-5,-3,1.0,1.0,1,-14,4
CCc1ccc(C2c3[nH]c4ccccc4c3CCN2C(=O)c2cc(C)nn2C)cc1 (centres undefined),-1.0,i,-2,0,-4,-0.6,2.5,-7,-1,-3
O=C(O)CCCN=C1NC2(CCCC2)Cc2ccccc21,-0.7,i,-2,-2,4,0.5,-1.3,-2,0,0
O=C(NCCc1c[nH]c2ccccc12)c1cc(Cl)c2c(c1)OCO2,-0.2,i,0,-3,52*,0.1,2.9,-7,7,0

# Record cards (already shown). Order of values: Tb MetRS inh, Rpn11 inh, STEP inh, NadD inh, Scp-1 inhibitor, MsrA inhibitor, LMPTP block, DNMT1 block, SUMO1 PPI mod, CSN inh
# Record of `O=C(NCCC1CCCCN1S(=O)(=O)c1ccc(Cl)cc1)C(=O)NCc1ccncc1` (centres undefined) = -0.3, i, 2, -5, -7, 0.1, -0.5, 2, 7, -1
# Record of `O=C(NCCc1c[nH]c2ccccc12)c1cc(Cl)c2c(c1)OCO2` = -0.2, i, 0, -3, 52*, 0.1, 2.9, -7, 7, 0

# (list continues)
SMILES,Tb MetRS inh,Rpn11 inh,STEP inh,NadD inh,Scp-1 inhibitor,MsrA inhibitor,LMPTP block,DNMT1 block,SUMO1 PPI mod,CSN inh
COc1ccc(NC2CC(=O)N(c3cccc([N+](=O)[O-])c3)C2=O)cc1 (centres undefined),-0.2,i,0,0,-5,-0.3,-1.6,-4,-13,0
Cc1csc(SCC(=O)N(C)CC(=O)Nc2ccccc2Cl)n1,-0.3,i,2,1,-9,-0.4,-9.4,-9,-54,15
c1ccc2c(N3CCCCC3)nc(N3CCOCC3)nc2c1,-1.1,i,-4,-6,3,0.5,2.5,1,3,3
COc1ccc(CC(=O)OC(C)C(=O)Nc2c(C)n(C)n(-c3ccccc3)c2=O)cc1OC (centres undefined),-0.2,i,-2,-1,-7,-0.3,-1.0,4,-1,-2
CN(CC(=O)NCCc1ccccc1)CC(=O)Nc1cccc(F)c1,-0.1,i,4,3,-5,-1.5,-0.7,0,-1,-4
Cc1ccc(C2(C)NC(=O)N(CC(=O)N3CCN(S(=O)(=O)c4cccc([N+](=O)[O-])c4)CC3)C2=O)cc1 (centres undefined),-0.2,i,-3,-5,24,0.1,0.0,-4,-31,3
C/C(=N/NC(=O)CSCc1ccc(Cl)cc1)c1cccc(NC(=O)c2ccccc2)c1,-0.6,i,2,4,-12,-0.3,1.0,-6,0,0
CC(C)(C)c1ccc(S(=O)(=O)N2CCCCC2)cc1,-0.3,i,0,2,-9,-0.1,1.4,10,3,0
O=C(CN1CCCCC1)Nc1ccc(S(=O)(=O)c2ccc(NC(=O)CN3CCCCC3)cc2)cc1,0.2,i,-2,-4,-7,-0.2,3.6,-6,-8,-3
CCOc1cc(CNCCO)cc(Br)c1OCc1ccccc1Cl,-0.3,i,4,-3,-7,-0.7,-1.5,-1,-7,-1

# Records above shown as hits in Scp-1 inhibitor.
Molecule | Tb MetRS inh | Rpn11 inh | NadD inh | Scp-1 inhibitor | MsrA inhibitor | LMPTP block | DNMT1 block | SUMO1 PPI mod | CSN inh
O=C(NCCc1c[nH]c2ccccc12)c1cc(Cl)c2c(c1)OCO2 | -0.2 | i | -3 | 52* | 0.1 | 2.9 | -7 | 7 | 0

# Screening results: PubChem BioAssay, several laboratories
